Bioassay records as filed in PubChem BioAssay.
OX1R antag: blocks the human orexin 1 receptor | O43613 | CHO/OX1R cells, Fluo-8 calcium fluorescence, orexin A | inhibition, % at 5 µM | 330,000 tested, 0.43% active;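 active means inhibition above its plate's threshold, mean inhibition of all tested compounds on the plate plus 3 SD, cut at about 37% in these data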;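 further: 0% = orexin A challenge wells and 100% = SB-334867-A antagonist wells; not every result past the cut was called active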
CHT PAM: human CHT allosteric activation; Q9GZV3; CHT-expressing cells, membrane potential dye, choline EC20; active compounds read high; LV-AA mutant CHT in HEK293 cells; B-score at 10 µM; 310,000 tested, 0.49% active; AID 488977;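 active means initial fluorescence not abnormally high and integrated response B-score, plate-corrected, over 3 SD above library mean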
Target sequence (Q9GZV3 whole entry, looked up): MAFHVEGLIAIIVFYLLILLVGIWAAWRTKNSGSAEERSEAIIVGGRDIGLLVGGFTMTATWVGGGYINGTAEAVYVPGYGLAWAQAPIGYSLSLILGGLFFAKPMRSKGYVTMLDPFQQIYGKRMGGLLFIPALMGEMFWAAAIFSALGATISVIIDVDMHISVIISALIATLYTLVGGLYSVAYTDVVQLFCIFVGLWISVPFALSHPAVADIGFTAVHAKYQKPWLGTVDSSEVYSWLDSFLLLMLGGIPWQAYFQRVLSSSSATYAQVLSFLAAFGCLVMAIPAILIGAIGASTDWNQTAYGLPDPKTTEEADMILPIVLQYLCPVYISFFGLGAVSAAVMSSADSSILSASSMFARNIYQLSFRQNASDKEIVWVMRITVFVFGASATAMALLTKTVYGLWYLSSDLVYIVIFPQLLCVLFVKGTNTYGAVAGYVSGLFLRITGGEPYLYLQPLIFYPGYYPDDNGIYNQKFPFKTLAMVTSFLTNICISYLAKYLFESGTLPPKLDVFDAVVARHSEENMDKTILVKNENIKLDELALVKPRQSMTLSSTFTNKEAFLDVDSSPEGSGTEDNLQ
* hit, by the source's call; i = inactive; / = no result given. Not a hit list (roughly 0.83% active in at least one column).

The opening 2 records, ahead of the listing:
SMILES	OX1R antag	CHT PAM
Cc1cc(NC(=O)CSc2nc(C(C)C)nc3sc4c(c23)CCCC4)no1	-8	i
N/C(=N\OC(=O)Cc1ccc(-c2ccccc2)cc1)c1ccncc1	-29	i

This part in full, previewed entries included:
SMILES	OX1R antag	CHT PAM
Cc1cc(NC(=O)CSc2nc(C(C)C)nc3sc4c(c23)CCCC4)no1	-8	i
N/C(=N\OC(=O)Cc1ccc(-c2ccccc2)cc1)c1ccncc1	-29	i
CCn1c(C(=O)N2CCc3ccccc3C2)cc2oc3ccccc3c21	-15	i
O=C(CCC1CCCC1)N=C1SC2CS(=O)(=O)CC2N1c1ccccc1F (stereo not drawn)	3	i
COC(=O)c1sccc1NC(=S)N1CCN(c2ccccc2F)CC1	-15	i
Cc1ccsc1C(C(=O)NC(C)(C)C)N(C(=O)c1csnn1)c1ccccc1 (stereo not drawn)	-23	i
COc1ccc(S(=O)(=O)N2CCN(C(=O)c3c(C)nn(-c4ccccc4)c3C)CC2)cc1	-13	/
COc1ccc(CC2(C)OC(c3ccccc3)=NN2C(C)=O)cc1 (stereo not drawn)	-30	i
COCCn1c(=O)[nH]c2cc(C(=O)N3CCN(c4ccccc4OC)CC3)ccc2c1=O	-19	i
CCOC(=O)c1ccc(-c2cccc(-c3cc(=O)oc4cc(OC)cc(OC)c34)c2)cc1	-21	/
O=C1/C(=C\c2ccc([N+](=O)[O-])cc2)CCc2ccccc21	-3	i
COc1ccc(CN(CCC#N)C(=S)NC(=O)c2ccccc2)cc1	-7	i
COc1ccc(C2C(C(=O)NCCN3CCOCC3)c3ccccc3C(=O)N2C)cc1OC (stereo not drawn)	-9	i
COc1ccc(OC)c(N(CC(=O)Nc2ccc3c(c2)OCO3)S(=O)(=O)c2ccccc2)c1	0	i
COc1ccc(OC)c(NC(=O)CSc2nnc(C)n2Cc2ccccc2)c1	-21	i
CCc1nc(Sc2nnnn2-c2ccccc2)c2c3c(sc2n1)CCCC3	-18	i
COc1ccc(NC(=O)C23CC4CC(C2)CC(n2cnc(Br)n2)(C4)C3)c(OC)c1	-28	i
Cc1ccc(NC(=O)NC2CCCCC2)c(C)c1	0	i
Cc1cc(=O)oc2c3c(cc(OCC(=O)NCc4cccnc4)c12)OC(C)(C)CC3	-36	i
CSCc1ccc(C(=O)Nc2cccc(C)c2C)cc1	-1	i
NC1=CC(=O)c2cccc3cccc1c23	-22	i
COc1ccccc1N/C=C1/Sc2cc(Cl)ccc2NC1=O	-21	i
COc1ccc(OCCNS(=O)(=O)c2cccc([N+](=O)[O-])c2)cc1	-4	i
Fc1ccc(OCc2nc(-c3ccncc3)n[nH]2)cc1	-19	i
CN(C)S(=O)(=O)Nc1cc(Cl)cc(Cl)c1	-22	i
Cc1ccc(S(=O)(=O)NC2CCCCC2)c(C)c1NS(C)(=O)=O	-1	i
O=C(NC1(C(F)(F)F)NC(=O)N(Cc2ccco2)C1=O)c1cccnc1 (stereo not drawn)	-29	i
COc1cc2c(cc1OC)C(C(=O)Nc1cc(OC)c(OC)c(OC)c1)C(c1cccnc1)N(C)C2=O (stereo not drawn)	6	i
O=C(NCCCN1CCCC1)c1cc2c(Cl)nc3ccccc3c2s1	-10	i
C/C(=N\NC(=O)c1nnn(-c2nonc2N)c1CSc1ccc(Cl)cc1)c1ccco1	-6	i

Four entries out of the list above, ordered by the number in OX1R antag, largest number first:
Compound | OX1R antag
Cc1ccc(S(=O)(=O)NC2CCCCC2)c(C)c1NS(C)(=O)=O | -1
Fc1ccc(OCc2nc(-c3ccncc3)n[nH]2)cc1 | -19
CN(C)S(=O)(=O)Nc1cc(Cl)cc(Cl)c1 | -22
O=C(NC1(C(F)(F)F)NC(=O)N(Cc2ccco2)C1=O)c1cccnc1 (stereo not drawn) | -29

A draw from above in order of molecular weight, smallest number first:
SMILES	OX1R antag	CHT PAM
NC1=CC(=O)c2cccc3cccc1c23	-22	i
CSCc1ccc(C(=O)Nc2cccc(C)c2C)cc1	-1	i
COc1ccccc1N/C=C1/Sc2cc(Cl)ccc2NC1=O	-21	i
O=C(NCCCN1CCCC1)c1cc2c(Cl)nc3ccccc3c2s1	-10	i
CCc1nc(Sc2nnnn2-c2ccccc2)c2c3c(sc2n1)CCCC3	-18	i
Cc1cc(=O)oc2c3c(cc(OCC(=O)NCc4cccnc4)c12)OC(C)(C)CC3	-36	i
COc1cc2c(cc1OC)C(C(=O)Nc1cc(OC)c(OC)c(OC)c1)C(c1cccnc1)N(C)C2=O (stereo not drawn)	6	i

The list goes on:
SMILES	OX1R antag	CHT PAM
COCCn1nnnc1C(c1ccc(OC)cc1)N1CCN(C(=O)c2ccco2)CC1 (stereo not drawn)	-10	i
COC(=O)CNC(c1ccccc1)c1cc(Br)ccc1NS(=O)(=O)c1ccc(C)cc1 (stereo not drawn)	1	i
Cc1cc2oc3ccc(NCCC4CCCN4C)cc3c(=O)c2cc1C (stereo not drawn)	-6	i
C/C(=N\Nc1cc(C)nc(NCc2ccccc2)n1)c1ccc([N+](=O)[O-])cc1	-20	i
O=C(c1cc(-c2ccccc2O)on1)N1CCc2ccccc2C1	-10	i
COc1ccc(Cl)cc1NC(=O)C1CC(=O)N(c2ccc(F)cc2)C1 (stereo not drawn)	-20	i
O=C1CC(c2ccccc2Cl)C2=C(COC2=O)N1 (stereo not drawn)	1	i
Cc1ccc(C(=O)N/C(=C/c2cccnc2)C(=O)O)cc1	-7	i
CC(C)C(C)(C#N)NC(=O)CSc1nc(C2CCCCC2)n(-c2ccccc2)n1 (stereo not drawn)	-26	i
CCOc1ccc(S(=O)(=O)N2CCC(C(=O)NCC3CCCO3)CC2)cc1 (stereo not drawn)	-9	i
Cc1nn(Cc2ccc(F)cc2)c(C)c1NC(=O)c1cnn2c1NC(c1cccs1)CC2C(F)(F)F (stereo not drawn)	-12	i
CCOc1ccc(C2=CSC3=NCCN23)cc1	-27	i
C=CCc1ccc(OCC(O)CN2CCCCC2C)c(OC)c1 (stereo not drawn)	-16	i
C=CCOc1cccc(C(=O)N2CCC(CCC(=O)NC3CC3)CC2)c1	-16	i
CC(C)C(C(=O)NCc1ccccc1)N(CC1CCCO1)C(=O)CNS(=O)(=O)c1ccccc1 (stereo not drawn)	-23	i
COc1ccc(CCNC(=O)CCC(=O)N2CCOc3ccc(C)cc32)cc1OC	-16	i
O=c1cc(N2CCN(c3cccc(Cl)c3)CC2)[nH]c(=O)n1C1CCCCC1	-11	i
O=C(NCc1cccc2ccccc12)c1cccs1	-19	/
CCCCC1(Cc2ccc(OC)c([N+](=O)[O-])c2)C(=O)N(c2ccccc2)N(c2ccccc2)C1=O	-35	i
CCOc1ccc(NC(=S)N2CCN(S(=O)(=O)c3ccc(OC)cc3)CC2)cc1	/	i
O=C(COC(=O)/C=C/c1ccc(OC(F)F)cc1)NC(=O)NC1CCCCC1	-22	/
CCOc1ccccc1-n1nnnc1SCC(=O)Nc1cc(C)on1	21	i
O=C(C/C=N\OCc1ccc([N+](=O)[O-])cc1)Nc1ccc(Br)cc1	-12	i
NC(=O)c1cccnc1Nc1ccccc1Cl	-6	i
Cc1cc(C)n(-c2nc3c(c(=O)[nH]c(=O)n3C)n2Cc2cccc(Br)c2)n1	-5	i
COc1ccccc1Nc1nc(NCCO)nc(N)c1[N+](=O)[O-]	-18	i
CC(C)c1ccc(OCC(=O)Nc2ccc3oc(=O)ccc3c2)cc1	-9	i
Cc1nnsc1C(=O)N(Cc1ccccc1)C(C)C	-4	i
Cc1cccc(NC(=O)C[n+]2ccccc2)c1	-10	i
CC(C)(C)C(=O)Cn1nc(Cl)nc1Cl	-21	i
Cc1ccc(NC(=O)CS(=O)CC(=O)NC2CCN(Cc3ccccc3)CC2)c(C)c1 (stereo not drawn)	-26	i
COc1ccc(N2C(=NC(=O)C3CCCCC3)SC3CS(=O)(=O)CC32)cc1Cl (stereo not drawn)	-7	i
COc1ccc(OCCN(C)Cc2ccccc2)cc1	-17	i
COc1ccc(CN2C(=O)CSCC2=O)cc1OC	-10	i
O=C(Nc1ccc(F)cc1)c1ccc2nsnc2c1	-7	i
CC(OC(=O)c1ccccc1Oc1ccccc1)C(=O)NC1CC1 (stereo not drawn)	-21	i
O=C(c1cc2nc(C3CC3)cc(C(F)(F)F)n2n1)N1CCCC1	-27	i
NC(=O)C1CCN(C2CC(=O)NC2=O)CC1 (stereo not drawn)	-15	i
CC/C(=N\NC(=O)c1ccc2c(c1)OCO2)C12CC3CC(CC(C3)C1)C2	-13	i
O=C(/C=C\Nc1ccc(Br)cc1)c1cccnc1	-7	i
O=C(CC(=O)N/N=C/c1ccccc1O)NCc1cccnc1	-10	i
O=C(NCc1ccc2c(c1)OCO2)C1CCN(S(=O)(=O)N2CCCCC2)CC1	-15	i
Cc1c(C)c2ccc(OC(C)C(=O)NC3CCN(Cc4ccccc4)CC3)cc2oc1=O (stereo not drawn)	-32	i
O=C(O)c1cccc2c1C(=O)N(C1CCCC1)C2	-10	i
O=C(/C=C/c1ccccc1)OCCCN=C1NS(=O)(=O)c2ccccc21	-14	i
CC(C)OC(=O)CSc1nnc(-c2ccc(Cl)cc2Cl)o1	-21	i
COc1cc(OC)cc(C(=O)O/N=C(\N)c2ccncc2)c1	-24	i
Cc1cc(CNC(=O)CCc2nnc(CCCCc3ccccc3)o2)nn1C	8	i
Cc1cc(=O)n(-c2ccc(O)cc2)[nH]1	-10	i
OC(COc1ccc(Cl)c2ccccc12)CN1CCN(c2ccccn2)CC1 (stereo not drawn)	-46	i
CCn1nnnc1NCc1c(OC)ccc2ccccc12	0	i
Cc1cc2cc(C#N)c(N3CCOCC3)nc2cc1Cl	-16	i
O=C(Cc1ncc(C(F)(F)F)cc1Cl)NC1CC1	0	i
Cc1ccc(C2CC2C(=O)NNC(=S)Nc2cccc(Cl)c2)cc1 (stereo not drawn)	-20	i
CCC(=O)c1ccc(OCC(=O)OCC(=O)N2CCN(c3ccc(OC)cc3)CC2)cc1	-8	i
CC(=O)c1ccc(NC(=O)C2CC(=O)Nc3nc4ccccc4n32)cc1 (stereo not drawn)	-2	i
COc1ccc(Cc2noc(CN(C)C3CC(C)(C)NC(C)(C)C3)n2)cc1OC	0	i
COc1cc(CC(=O)OCC(=O)NC2CCCCC2)cc(OC)c1OC	-24	i
COc1ccc(-c2cc(C(F)F)n3ncc(C(=O)Nc4ccc(C(=O)N5CCOCC5)cc4)c3n2)cc1	-12	i
CCOC(=O)c1cnc2c(-c3ccccc3)cnn2c1N	-3	i

Compounds shown so far that contain a CF3 group (four):
SMILES	OX1R antag	CHT PAM
O=C(NC1(C(F)(F)F)NC(=O)N(Cc2ccco2)C1=O)c1cccnc1 (stereo not drawn)	-29	i
Cc1nn(Cc2ccc(F)cc2)c(C)c1NC(=O)c1cnn2c1NC(c1cccs1)CC2C(F)(F)F (stereo not drawn)	-12	i
O=C(c1cc2nc(C3CC3)cc(C(F)(F)F)n2n1)N1CCCC1	-27	i
O=C(Cc1ncc(C(F)(F)F)cc1Cl)NC1CC1	0	i

Remaining list, next part
SMILES	OX1R antag	CHT PAM
COc1cccc2cc(-c3nc4ccccc4o3)c(=O)oc12	0	i
CN(C)S(=O)(=O)c1ccc(Cl)c(C(=O)OCC(=O)NC(=O)NC2CCCC2)c1	-5	/
CCO/C=C1/C(=O)N(c2ccccc2OC)C(=O)c2ccccc21	-14	i
COc1cc(C(=O)O[C@H]2C/C(C)=C/CC[C@]3(C)O[C@@H]3C(O)C2C(C)C)cc(OC)c1OC (stereo partly drawn)	-30	i
COCCN(CC(=O)Oc1ccccc1P(=O)(OC)OC)Cc1ccccc1	-25	i
CCOC(=O)NC(=O)C(=CNNc1ncc(C(F)(F)F)cc1Cl)C(=O)NC(=O)OCC	-26	i
CCOc1ccc(CCNS(=O)(=O)c2cnc[nH]2)cc1OCC	-25	i
NS(=O)(=O)c1ccc(CNC(=O)Cc2ccsc2)cc1	0	i
CCN(CC)S(=O)(=O)c1ccc(C(=O)NNc2nc(-c3ccccc3)c3cc(Br)ccc3n2)cc1	-16	i
